TbPYK inhibitor: blocks Trypanosoma brucei pyruvate kinase. Potency, µM (doses to about 76.8 µM), for the others: at the highest dose activity, negative = inhibition, usual class: inhibitors. Q57TT1. AID 624173. 410,000 compounds, 0.12% hits. TbPYK enzyme, Kinase-Glo Plus ATP luminescence, 45 min; also: nearly all actives have a fitted effect of over 50% in size
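T. brucei PYK with substrate was exposed to pin-transferred compounds across a concentration series, then started with 130 uM ADP (final). After 45 min at room temperature, Kinase-Glo Plus luminescence was read, normalized and curve-fitted.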
AMA1-RON2 inh: AMA1-RON2 (P. falciparum) interaction inhibition; AID 720542; 360,000 compounds, 0.2% hits; AlphaScreen AMA1-biotinylated RON2 peptide binding; Potency, µM (titrated, usually from 58.2 µM), for the others: top-dose activity change, negative = inhibition, hits mostly inhibitors;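 also: 0% = vehicle wells and -100% = peptide control; nearly all actives have a fitted effect of over 45% in size; some results filed as inactive show a strong effect at the top dose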
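AMA1 (3D7) with his tag at 25 nM final met compounds first, then biotinylated RON2 peptide at 25 nM; detection used donor plus acceptor beads, 10 µg/mL apiece, read by AlphaScreen after 30 min at room temperature.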
Starred values were filed as active, the others as inactive; ? = inconclusive; [ ] = another dose, or the depositor's remark. Calls follow the shape of the dose curve; as a rule, active = well fitted curve in the direction sought with a large enough effect; inconclusive = small, poorly fitted or top-dose-only effect, or another doubt; inactive = no such curve, though single readings can be large; an effect the other way counts as inactive or inconclusive. Unless noted, % is scaled to controls: 0 for no effect and ±100 for the full control effect; potency is read from the fitted curve at half-maximal effect. A portion of the library, so the mix of outcomes need not match the whole.

The opening 6 entries as a preview:
SMILES	TbPYK inhibitor	AMA1-RON2 inh
O=C(Nc1ccccc1)c1cc(C2COCCN2C(=O)C2CC2)on1 (stereo not given)	0%	0%
Cc1ccc(NC(=O)C2(C)CCN2Cc2cccc3c2OCO3)cc1O (stereo not given)	0%	-11%
NS(=O)(=O)c1ccc(NC(=O)COC(=O)c2ccc(S(=O)(=O)N3CCOCC3)cc2)cc1	-9%	-18%
Cc1csc(N2C(=O)C3C4CCC(O4)C3C2=O)n1 (stereo not given)	5%	3%
COc1ccc(C(=O)NCC(=O)NCc2ccc3c(c2)OCO3)cc1[N+](=O)[O-]	-12%	-3%
C/C=C(\C)C(=O)OC1CC(C)(C)C[C@H]2C3=CC[C@@H]4[C@@]5(C)CCC(O[C@@H]6O[C@@H](C(=O)O)[C@@H](O)C(O[C@@H]7OC[C@H](O)[C@@H](O)[C@@H]7O[C@@H]7OC(CO)C(O)[C@@H](O)[C@@H]7O)C6O[C@@H]6OC(CO)C(O)C(O)C6O)[C@@](C)(CO)[C@@H]5CC[C@]4(C)[C@]3(C)CC(O)[C@@]12CO (stereo not given in full)	-11%	-5%

All compounds of this part, from the start:
SMILES	TbPYK inhibitor	AMA1-RON2 inh
O=C(Nc1ccccc1)c1cc(C2COCCN2C(=O)C2CC2)on1 (stereo not given)	0%	0%
Cc1ccc(NC(=O)C2(C)CCN2Cc2cccc3c2OCO3)cc1O (stereo not given)	0%	-11%
NS(=O)(=O)c1ccc(NC(=O)COC(=O)c2ccc(S(=O)(=O)N3CCOCC3)cc2)cc1	-9%	-18%
Cc1csc(N2C(=O)C3C4CCC(O4)C3C2=O)n1 (stereo not given)	5%	3%
COc1ccc(C(=O)NCC(=O)NCc2ccc3c(c2)OCO3)cc1[N+](=O)[O-]	-12%	-3%
C/C=C(\C)C(=O)OC1CC(C)(C)C[C@H]2C3=CC[C@@H]4[C@@]5(C)CCC(O[C@@H]6O[C@@H](C(=O)O)[C@@H](O)C(O[C@@H]7OC[C@H](O)[C@@H](O)[C@@H]7O[C@@H]7OC(CO)C(O)[C@@H](O)[C@@H]7O)C6O[C@@H]6OC(CO)C(O)C(O)C6O)[C@@](C)(CO)[C@@H]5CC[C@]4(C)[C@]3(C)CC(O)[C@@]12CO (stereo not given in full)	-11%	-5%
CC(=O)N1CCOc2ccc(S(=O)(=O)NC[C@H]3O[C@@H](n4ccc(N)nc4=O)[C@H](O)[C@@H]3O)cc21	3%	3%
Cc1cc(-n2c(C)cc(C(=O)CN3C(=O)C(=O)N(C)C3=O)c2C)no1	2%	10%
COc1ccc(-n2c(C)c3c(C)nnc(C)c3c2C)cc1OC	-10%	-8%
Cc1ccccc1N1CCN(C(=O)c2cc(-c3ccccc3)nc3c2cnn3C(C)C)CC1	-7%	-6%
Cc1ccc(O)c(N=Nc2ccccc2)n1	?	49%[activator]
CCCOC(=O)c1cc(-c2ccc(/C=C3/C(=O)N(C)C(=O)C(C#N)=C3C)o2)ccc1Cl	-18%	0%
CN(C)C(=O)c1cc2c(c(-c3cccc(-c4ccccc4F)c3)n1)[C@@H](CCO)N(S(C)(=O)=O)C2	5%	3%
CCCC1NC(=O)c2cc3ccccc3cc2-n2c1nc1ccc(F)cc1c2=O (stereo not given)	1%	1%
COc1ccc(CNc2nc3nc(C)c(Cl)c(C)n3n2)cc1OC	3%	-7%
Cc1cc(C(=O)NNC(=O)C(C)(C)Oc2ccc(Cl)cc2)c(C)o1	2%	20%
COc1cc(C(=O)NC2CC2)cc(OC)c1OC	5%	1%
COc1cccc(S(=O)(=O)Nc2ccc3c(c2)[C@H]2C[C@H](CC(=O)N[C@@H](C)c4ccccc4)O[C@H](CO)[C@H]2O3)c1	0%	-10%
CN1/C(=C/C(=O)COC(=O)C2COc3ccccc3O2)C(C)(C)c2ccccc21 (stereo not given)	-2%	-28%
CC(=O)c1ccc(CCCCc2ccc(C(C)=O)cc2)cc1	12%	-6%
COc1ccc(N(CC(=O)NC2CC3CCC2C3)S(=O)(=O)c2ccc(C)cc2)cc1Cl (stereo not given)	-5%	3%
CCCNC(=O)C1(C)CCN(C(=O)c2ccc3sccc3c2)C1 (stereo not given)	4%	10%
COc1ccccc1C(C)NC(=O)CCC(=O)N1CCN(S(=O)(=O)c2ccc(Cl)cc2)CC1 (stereo not given)	-7%	-1%[11.6 µM]
Cc1nc(SCC(=O)Nc2ccc(S(=O)(=O)N3CCOCC3)cc2)c2c(C)c(C)sc2n1	-2%	25%
CC1(C(=O)Nc2ccc3c(c2)OCCO3)CCN1C(=O)c1ccco1 (stereo not given)	-8%	-3%
(next part)
SMILES	TbPYK inhibitor	AMA1-RON2 inh
COc1ccc(-n2nnnc2C(CCSC)N2CCC3(CC2)C(=O)NCN3c2ccccc2)cc1 (stereo not given)	-2%	?
c1ccc2nc(N3CCOCC3)c(N3CCCC3)nc2c1	-8%	31%[activator]
Cc1cccc(C(O)c2ncc(-c3ccccc3F)[nH]2)c1C (stereo not given)	1%	-6%
Cc1ccc(Cc2c(-c3ccc(Br)cc3)nc3ccc(Cl)cn23)cc1	8%	-20%
Cc1cccc(C)c1N1C(=O)CC(Sc2ccccc2N)C1=O (stereo not given)	-11%	0%
NC(=O)C1CCN(CC(=O)Nc2ccc3c(c2)OCCO3)CC1	-3%	-11%[11.6 µM]
O=C(OC1CC2CC1[C@H]1CCCCN1C2=O)N1CCCCC1 (stereo not given in full)	-9%	4%
NNc1cccc(C=Cc2ccccc2)cc1=O	-20%	32%[activator]
C=CCNC(=O)N1C2=NC(C(=O)OC)=C(C(=O)OC)[C@@H]3N(Cc4ccccc4)c4ccccc4[C@]23C[C@H]1C(=O)OC	-6%	-2%
O=C(NCCc1ccccc1)c1c[nH]c2ccc(F)cc2c1=O	4%	1%
O=C(NCCCc1ccccc1)c1cccc(NC(=O)C2CCC2)c1	2%	1%
NC(c1csc(Nc2ncccn2)n1)C1CCCCC1 (stereo not given)	6%	117%[activator]
Cc1ccc(C(C(=O)NC(C)(C)C)N(Cc2cccs2)C(=O)c2csnn2)cc1 (stereo not given)	-7%	-4%
C=CCN1Cc2ccccc2-n2nncc2C1	2%	15%
CN(C)CCCNc1nc2cc(-c3cccc(C(F)(F)F)c3)sc2c(=O)n1C	-4%	-7%
COc1cc(-c2cnc3c(NC=O)cc(-c4cccc(C(=O)NCCN(C)C)c4)cn23)cc(OC)c1OC	-7%	0%
CC(=O)N(O)c1ccc(C=Cc2ccccc2)cc1	-8%	-19%
CCOP(=O)(NC(C)C)Oc1ccc(SC)c(C)c1 (stereo not given)	-4%	-3%
C[C@H](CO)N1C[C@H](C)[C@@H](CN(C)S(=O)(=O)c2cccs2)Oc2ccc(NS(=O)(=O)c3cn(C)cn3)cc2C1=O	1%	-2%
CC1(C(=O)NS(=O)(=O)c2ccc(Cl)s2)CCN1C(=O)C1CCCCC1 (stereo not given)	-5%	5%
CC1(C(=O)NS(=O)(=O)Cc2ccccc2)CCN1C(=O)C1(c2ccc(Cl)cc2)CCC1 (stereo not given)	5%	-1%
CN(C)Cc1ccccc1CNC(=O)c1cccc(S(=O)(=O)Nc2ccc3c(c2)OCO3)c1	-6%	3%
COc1ccc(NC(=O)Nc2ccc3[nH]ccc3c2)cc1	-2%	0%
O=C(CN1CCN(C(=O)C2CCN(C(=O)/C=C/c3ccccc3)CC2)CC1)Nc1ccc(F)cc1	-8%	3%[11.6 µM]
CC1=C(C(=O)N(C)C)CC(CC(=O)NCCc2ccccn2)C(=O)N1Cc1ccc(C(C)(C)C)cc1 (stereo not given)	-11%	2%
Additional compounds
SMILES	TbPYK inhibitor	AMA1-RON2 inh
Cc1nc(SCC(=O)Nc2ccccc2C(F)(F)F)c2c(=O)n(C)c(=O)n(C)c2n1	5%	13%
Cn1c(Oc2cccnc2CN2CCCC2)nc2cc(-c3cccc(C(F)(F)F)c3)sc2c1=O	-6%	83%[activator]
CCOC(=O)[C@]12CCC=C1N(Cc1cccc3ccccc13)C(=O)[C@H](CC(=O)N1CCN(C(=O)C3CC3)CC1)C2	3%	-13%
COCCCNc1ccn2nc(-c3cccc(OCc4ccccc4)c3)cc2n1	0%	25%
CCN(C(=O)CSc1n[nH]c(-c2ccc(OC)cc2)n1)c1c(N)n(Cc2ccccc2)c(=O)[nH]c1=O	-7%	-11%[11.6 µM]
c1nnc(NCNc2nncs2)s1	-17%	27%
O=C(C[C@H]1C[C@H]2c3cc(NS(=O)(=O)c4ccc(F)cc4)ccc3O[C@H]2[C@H](CO)O1)NCc1ccncc1	1%	-3%
CC1C(=O)N(Cc2cn(CCC3OCCCO3)nn2)CCS(=O)(=O)N1Cc1ccc(-c2ccc(F)cc2)cc1 (stereo not given)	2%	-5%
CC1CCCCC12NC(=O)N(CC(=O)OCC(=O)Nc1ccc(F)cc1[N+](=O)[O-])C2=O (stereo not given)	6%	0%
CCOC(=O)C1=C(Nc2ccc(OC)cc2)C(N)=NC1=N	6%	174%[activator]
O=C(Nc1ccccc1SC(=O)c1ccccc1)c1ccccc1	?	-19%
CNC[C@@H]1Oc2c(NS(C)(=O)=O)cccc2C(=O)N([C@@H](C)CO)C[C@H]1C	-2%	4%
C=CCNc1n[nH]c(=S)s1	-23%	100%[activator]
COc1ccc(NC(=O)Nc2ccc3c(c2)C(=O)N([C@H](C)CO)C[C@H](C)[C@@H](CN(C)S(=O)(=O)c2cccs2)O3)cc1	2%	-15%
O=C(COC(=O)c1ccc([N+](=O)[O-])o1)NCCc1ccccc1	1%	1%
CCOC(=O)C1(C)CCCN(C(=O)COc2ccccc2)C1 (stereo not given)	-2%	-7%
CCc1nc2c(OCCn3cccc3)cccn2c1N(C)C(=O)CC(C)C	-9%	-13%
CC1(Oc2ccc(Cl)cc2)CCN(Cc2ccc(-c3ccccn3)cc2)C1 (stereo not given)	2%	?
CC[C@]12c3[nH]c4cc(CCC(=O)N(C)C)ccc4c3CCN1C(=O)[C@@H](CC(=O)NCCN1CCOCC1)C[C@@H]2C(=O)N1CCN(C(=O)C2CC2)CC1	1%	10%
Cc1cccc(-c2ccc3c(c2)C2CC3CCN2C)c1 (stereo not given)	-3%	5%
COc1cccc(C(C)(O)c2nc(-c3cccc(C(F)(F)F)c3)cs2)c1 (stereo not given)	-8%	20%
O=C(COC(=O)C1CCN(S(=O)(=O)c2cccs2)CC1)Nc1ccc(F)cc1Cl	-12%	17%
O=C1CCCN1C1CCN(Cc2ccccc2)S(=O)(=O)N1 (stereo not given)	7%	-2%
COc1ccc2cc(C#CC3=CC(=O)C[C@H](c4ccc(F)cc4)C3)ccc2c1	-8%	-21%
O=C(Nc1ccccc1Cl)C1C2CCCCC21 (stereo not given)	0%	-3%
Next structures:
SMILES	TbPYK inhibitor	AMA1-RON2 inh
CCc1nn(CC(=O)NCCCN2CCOCC2)c(=O)c2cc3c(OC)cccc3n12	-3%	-4%
COc1ccc(CCNC(=O)COC(=O)CCC(=O)c2cccs2)cc1OC	4%	-8%
CC(C)N1CC2(CC(c3ccc(Cl)cc3Cl)=NO2)CN1C(=O)c1ccc(C(C)(C)C)cc1 (stereo not given)	2%	3%
COC(=O)c1sc(NC(=O)c2ccc(OC)cc2OC)nc1C	-2%	19%
Cc1cc(NC(=O)COC(=O)Cn2[nH]c(=O)c3ccccc3c2=O)c([N+](=O)[O-])cc1C	-3%	6%
CCOc1ccc(OCCC(=O)N(CCOC)c2c(N)n(Cc3ccccc3)c(=O)[nH]c2=O)cc1	3%	-7%
COc1ccccc1CN(C)C[C@H]1OCc2cnnn2CCCC(=O)N([C@@H](C)CO)C[C@@H]1C	0%	-5%
Cc1cc(NC(=O)CSc2nnc(C(F)(F)F)n2C)no1	-2%	1%[11.6 µM]
O=C(CN1C(=O)NC2(CCOc3ccccc32)C1=O)NCCc1ccccc1 (stereo not given)	0%	3%[11.6 µM]
Cc1c(CCOC(=O)c2ccc(Cl)cc2Cl)sc[n+]1CC(=O)c1ccccc1	4%	-10%
CC(=O)Nc1cncc(-c2ccccc2CO)n1	-5%	-4%
CCN(CC)C(=O)C1=C(C)N(Cc2ccc(OC)cc2)C(=O)C(CC(=O)NCCN2CCOCC2)C1 (stereo not given)	2%	-13%
C=CCN(c1ccc(OC)cc1)S(=O)(=O)c1ccc(Cl)c(C(=O)OCC(=O)c2c(N)n(C)c(=O)n(C)c2=O)c1	3%	4%[11.6 µM]
Cc1ccc(S(=O)(=O)N2CCc3ccccc3CC2)cc1	6%	10%
COC(=O)C1CCN(C(=O)CN2C(=O)NC(CC(C)C)C2=O)CC1 (stereo not given)	-8%	2%
CC[C@]12c3[nH]c4cc(-c5ccco5)ccc4c3CCN1C(=O)[C@@H](CC(=O)NCc1cccc(C(F)(F)F)c1)C[C@@H]2C(=O)N1CCN(C(=O)c2ccco2)CC1	-9%	-24%
OC(c1ccc(F)c(F)c1)c1nc(-c2ccc(F)c(Cl)c2)cs1 (stereo not given)	-10%	1%
C(=C\c1ccccc1)/CN1CCN(C(c2nnnn2-c2ccc3c(c2)OCCO3)C2CC2)CC1 (stereo not given)	4%	-1%
CCNC(=O)C1(C)CCCN(C(=O)c2cccnc2Oc2ccccc2)C1 (stereo not given)	0%	0%
Cc1ccc(NC(=S)NC(=O)c2ccc(-c3ccccc3)cc2)cc1	4%	22%

Another view of part of the listing above:
The line under a structure holds: TbPYK inhibitor, AMA1-RON2 inh
Cc1c(CCOC(=O)c2ccc(Cl)cc2Cl)sc[n+]1CC(=O)c1ccccc1
→ 4%, -10%
Cc1cc(NC(=O)CSc2nnc(C(F)(F)F)n2C)no1
→ -2%, 1%[11.6 µM]

Screening data: PubChem BioAssay, National Center for Advancing Translational Sciences (NCATS)
